Growth percent in the NCI-60 one-dose screen (48 h, 10 µM unless noted): 100 = growth as untreated, 0 = no growth, -100 = all killed.
TK-10: TK-10 renal cancer cells | AID 1794769 | 81,000 tested, 3.9% active
RXF 393: RXF 393 renal cancer cells. 77,000 tested, 6.9% active. AID 1794773
UO-31: UO-31 renal cancer. 81,000 tested, 5.2% active. AID 1794768
786-0: 786-0 renal cancer cells; 81,000 tested, 5.1% active; AID 1794775
PC-3: PC-3 prostate cancer cells | 80,000 tested, 3.9% active | AID 1794754
CAKI-1: CAKI-1 renal cancer; 75,000 tested, 4.7% active
A498: A498 renal cancer cells; 76,000 tested, 5.4% active
ACHN: ACHN renal cancer; 81,000 tested, 4.9% active
SN12C: SN12C renal cancer cells; 81,000 tested, 3.8% active; AID 1794767
Active calls of the source: *; nt = no result given; & = joins results of further samples; [ ] = another dose, or the depositor's remark. How the source made its calls: active means growth percent below 10; inactive means the rest.

The first eleven entries (preview)
SMILES	TK-10	RXF 393	UO-31	786-0	PC-3	CAKI-1	A498	ACHN	SN12C
O=C(Nc1nc2cc(C(=O)N3CCN(C(c4ccccc4)c4ccccc4)CC3)ccc2o1)c1ccc(Nc2ccc(Cl)c(Cl)c2)c([N+](=O)[O-])c1	109	94	67	106	83	59	79	89	96
O=C1N=c2ccccc2=C1c1sc(=S)n(C2CC(=O)N(c3ccc(Cl)cc3)C2=O)c1O (configuration not stated)	129	116	69	102	87	88	114	94	95
O=C(Cc1ccccc1)Nc1nnc(NC2CCN(c3nnc(NC(=O)CC4CC4)s3)CC2)s1	128	nt	70	95	95	nt	42	98	79
O=C1CC(c2ccccc2)Oc2ccc(O)cc21 (configuration not stated)	107	99	74	94	101	86	97	100	105
Cc1ccc(-c2nc(SCC(=O)c3ccc(Br)cc3)nc(Nc3cccc(S(N)(=O)=O)c3)c2C#N)cc1	138	82	63	103	87	80	116	99	95
CCOc1cccc(-c2nc3sccn3c2-c2ccncn2)c1	122	68	62	94	97	80	79	101	96
O=C(/C=C(/C=C/c1ccc2[nH]ccc2c1)OB(F)F)/C=C/c1ccc2[nH]ccc2c1	5.8*	-58*	2.6*	-57*	-6.6*	-14*	33	-22*	10
CC(C)C1(C2CCCC2)NC(=O)NC1=O (configuration not stated)	131&116	91	89&87	105&110	99&97	96&110	87&107	96&106	98&108
Cc1ccc(I)c(C)c1	83	102	84	96	104	104	100	111	105
C[C@@H]1CC2C3C[C@H](F)C4=CC(=O)C=C[C@]4(C)[C@@]3(F)[C@@H](O)C[C@]2(C)[C@@]1(O)C(=O)CO (some centres not stated)	102	120	72	109	86	76	123	nt	52
COc1cc(/C=C2\SC(=S)N(CCCN3CCOCC3)C2=O)ccc1O	121	93	74	105	89	96	71	90	91

All compounds of this part, from the first entry:
SMILES	TK-10	RXF 393	UO-31	786-0	PC-3	CAKI-1	A498	ACHN	SN12C
O=C(Nc1nc2cc(C(=O)N3CCN(C(c4ccccc4)c4ccccc4)CC3)ccc2o1)c1ccc(Nc2ccc(Cl)c(Cl)c2)c([N+](=O)[O-])c1	109	94	67	106	83	59	79	89	96
O=C1N=c2ccccc2=C1c1sc(=S)n(C2CC(=O)N(c3ccc(Cl)cc3)C2=O)c1O (configuration not stated)	129	116	69	102	87	88	114	94	95
O=C(Cc1ccccc1)Nc1nnc(NC2CCN(c3nnc(NC(=O)CC4CC4)s3)CC2)s1	128	nt	70	95	95	nt	42	98	79
O=C1CC(c2ccccc2)Oc2ccc(O)cc21 (configuration not stated)	107	99	74	94	101	86	97	100	105
Cc1ccc(-c2nc(SCC(=O)c3ccc(Br)cc3)nc(Nc3cccc(S(N)(=O)=O)c3)c2C#N)cc1	138	82	63	103	87	80	116	99	95
CCOc1cccc(-c2nc3sccn3c2-c2ccncn2)c1	122	68	62	94	97	80	79	101	96
O=C(/C=C(/C=C/c1ccc2[nH]ccc2c1)OB(F)F)/C=C/c1ccc2[nH]ccc2c1	5.8*	-58*	2.6*	-57*	-6.6*	-14*	33	-22*	10
CC(C)C1(C2CCCC2)NC(=O)NC1=O (configuration not stated)	131&116	91	89&87	105&110	99&97	96&110	87&107	96&106	98&108
Cc1ccc(I)c(C)c1	83	102	84	96	104	104	100	111	105
C[C@@H]1CC2C3C[C@H](F)C4=CC(=O)C=C[C@]4(C)[C@@]3(F)[C@@H](O)C[C@]2(C)[C@@]1(O)C(=O)CO (some centres not stated)	102	120	72	109	86	76	123	nt	52
COc1cc(/C=C2\SC(=S)N(CCCN3CCOCC3)C2=O)ccc1O	121	93	74	105	89	96	71	90	91
CC(C)C1C2=C(NCCN1C(=O)Cc1ccccc1)C(C)(C)N(Cc1ccccc1)C2=O (configuration not stated)	97	98	87	97	93	84	nt	101	99
COc1ccc(-c2cc(-c3ccc(Oc4ccnc5cc(Cl)ccc45)c(OC)c3)c3c(=O)[nH]c(N)nc3n2)cc1	157	105	75	104	88	87	104	95	92
COc1ccc2nc3ccccc3c(NCCNCC(C)O)c2c1 (configuration not stated)	8.4*	nt	18	0.0*	4.7*	42	-49*	-3.1*	-4.7*
CC(=O)N[C@@H](CC(C)C)C(=O)O	110	nt	98	103	110	101	94	107	108
O=C1C(=O)N(c2ccccc2)C(c2ccccc2)C1c1ccccc1 (configuration not stated)	111	108	100	109	90	93	91	107	100
CC(C(=O)OC1CC(C)(C)N([O])C(C)(C)C1)c1cccc(C(=O)c2ccccc2)c1 (configuration not stated)	114	100	84	94	86	58	nt	86	92
CC(C)[C@H]1COC(=O)N1[C@@H]1C(=O)N([C@@H](CCC(=O)N2CCN(C3CCCC3)CC2)C(=O)N[C@@H]2CCCc3ccccc32)[C@@H]1/C=C/c1cccc(Br)c1	31	53	31	44	30	62	0.6*	49	38
Cc1c(C(=O)OCCO)cc(-c2ccc(Cl)cc2)n1-c1ccccc1	103	79	83	92	60	84	106	80	82
CC(C)n1c(=O)[nH]c(=O)n1C(C)C	105	122	79	105	110	103	90	107	105
O=C1C(c2cccc3ccccc23)=C(c2c[nH]c3ccccc23)C(=O)N1CCN1CCOCC1	102	87	74	100	100	74	60	104	102
O=C1C=CC(=O)N1c1cccc(N2C(=O)C=CC2=O)c1	33	-2.9*	28	108	100	37	111	-26*	106
COC(=O)CC(CC(=O)c1ccccc1)c1ccccc1 (configuration not stated)	108	101	88	99	88	103	84	98	104
O=C(CCl)NC(Cc1c[nH]c2ccccc12)C(=O)O (configuration not stated)	103&111	108&105	82&69	107&94	88&96	98&96	99	97&102	94&104
CC(=O)c1nc2ccccc2n1CCN1CCN(C)CC1	nt	48	53	79	33	94	37	78	47
CCCCCN1C(=O)/C(=c2\sc3n(c2=O)NC2C(N=3)N(CC)C(=O)N2CC)c2ccccc21 (configuration not stated)	93	35	48	74	59	42	71	64	73
CC1=NCCO1	115	112	91	104	101	110	106	104	116
Cc1c(C(=O)NCc2ccccc2)sc2ncc(-c3ccc(Br)cc3)n12	158	108	81	95	80	101	107	104	90
O=C(CSc1nnc2n(Cc3ccccc3)c(=O)c3c4c(sc3n12)CCCC4)N1CCOCC1	98	105	93	104	89	96	107	99	99
Clc1ccc2nc(-c3c[nH]c4ccccc34)cc(-c3ccccc3)c2c1	158	66	79	106	nt	100	108	99	102
CCCCCCCCCCCCc1ccc([N+](CC)(CC)CC)cc1	67	46	79	66	25	89	60	85	33
COc1ccc(C(=O)C2CC2)cc1	116	91	93	115	94	109	105	104	115
CC(=O)OC1C(C)C2CCC13CCC(C)CC23 (configuration not stated)	95	94	83	104	95	92	104	97	104
O=[N+]([O-])c1ccc(/C=C/c2nc(Nc3ccc(Cl)cc3)c3ccccc3n2)cc1	95	nt	83	90	86	57	94	77	90
Fc1ccccc1[C@@H]1Nc2c(ccc3cccnc23)[C@@H]2C=CC[C@@H]21	139	112	77	103	85	nt	89	105	105
O=C1OCC/C1=C/OCCCCCO/C=C1/CCOC1=O	101	113	97	113	94	96	nt	113	104
COc1ccc(-c2cc(-c3cccnc3)nc3sc(C(=O)c4ccc(Cl)cc4)c(N)c23)cc1OC	104	90	68	81	73	70	88	92	84
O=C(NNc1ccc([N+](=O)[O-])cn1)Nc1ccc(N=Nc2ccccc2)cc1	99	83	57	94	65	nt	96	88	85
O=C(O)CC1CCC1CC(=O)O (configuration not stated)	95	104	82	107	83	93	92	122	97
Nc1ccccc1Nc1c([N+](=O)[O-])cc(C(F)(F)F)cc1[N+](=O)[O-]	159	nt	76	102	90	97	96	106	100
CCOC(=O)CC(c1ccccc1)C(C#N)c1ccccc1 (configuration not stated)	101	87	84	99	90	87	91	103	109
CC1=C(C(=O)n2c3ccccc3c3ccccc32)C(c2ccc(O)cc2)C(C(=O)n2c3ccccc3c3ccccc32)=C(C)N1	107	101	72	98	80	78	100	101	100
C[C@H](Oc1ccc(C(=O)NS(=O)(=O)C(C)(C)C)cc1C(F)(F)F)c1ccc(Oc2ccccc2)cn1	82	107	83	102	100	100	116	102	96
O=C(C[n+]1ccc2ccccc2c1)c1cccs1	112	100	34	87	nt	100	100	96	91
CCc1c(C)c2ccc3oc(Nc4ccccc4)nc3c2oc1=O	102	103	89	81	93	98	85	108	93
CCN(CC)CCOC(=O)c1ccc(NC(=O)c2ccccc2)cc1	95	105	93	98	94	nt	97	105	107
Cc1c(Cl)cccc1Nc1ncccc1C(=O)O	110	38	88	116	107	91	133	114	112
Clc1ccc2c(c1)C(N1CCNCC1)=Nc1ccccc1O2	65	27	28	56	40	37	25	46	58
N#Cc1c(-c2ccc(Cl)cc2)nc(NN=Cc2ccc[nH]2)nc1N1CCOCC1	63	63	15	24	47	63	32	82	40
O=C(CSc1nnc2n1N=C(c1ccc(-c3ccccc3)cc1)CS2)c1ccc(-c2ccccc2)cc1	97	111	71	95	97	93	96	105	95

The list continues:
SMILES	TK-10	RXF 393	UO-31	786-0	PC-3	CAKI-1	A498	ACHN	SN12C
COc1cc(-c2nc(N)n(C(=S)Nc3ccccc3)n2)cc(OC)c1OC	97	110	90	99	98	nt	77	103	93
CCCCNc1ccc2c3c(cccc13)C(=O)N(NCC(O)COc1ccc3c(C)cc(=O)oc3c1)C2=O (configuration not stated)	153	92	43	101	84	86	89	86	95
CCOC(=O)c1c(N2CCOCC2)[nH]c(=O)c(C=Nc2ccc(Cl)cc2)c1O	93	98	81	86	102	65	89	74	102
O=C(Nc1cccc(-n2ccc3c(NC(=O)c4ccccc4)nccc32)c1)Nc1ccc(Cl)c(C(F)(F)F)c1	nt	-42*	28	-15*	20	7.4*	-3.3*	13	19
S=C1NC(c2ccccc2)=CC(c2ccc3c(c2)OCO3)N1 (configuration not stated)	108	101	75	108	91	82	114	106	97
O=c1[nH]n[n+](-c2[nH]ncc2[N+](=O)[O-])o1	103	108	85	99	101	85	86	104	94
CC(=O)CC(=O)NCc1ccc2c(c1)OCO2	109	119	108	103	99	94	91	101	97
N#C/C(=C\c1ccc(O)cc1)n1nc2cccc(F)c2n1	93	94	67	100	95	69	68	96	93
CC(C)CSc1nc(Nc2ccccc2)c(C#N)c(-c2ccc(F)cc2)n1	-23*	2.4*	-4.0*	-46*	48	nt	-0.7*	-43*	-26*
Cc1ccc2nc(-c3ccc(-c4n[nH]c(=S)o4)cc3)[nH]c2c1	149	83	87	102	102	95	79	101	102
O=C(/C=C/c1ccccc1F)c1cccc(OCCCOc2cccc(C(=O)/C=C/c3ccccc3F)c2)c1	125	120	81	103	110	81	106	100	94
Cc1nc2n(c1C(=O)N(C(=O)c1c(C)nc3n1CCS3(=O)=O)c1ccccn1)CCS2(=O)=O	107	107	93	109	111	93	108	103	98
CCCc1n(Cc2ccc3ccccc3c2)cc[n+]1Cc1ccc2ccccc2c1	-8.6*	-30*	35	9.5*	-2.9*	nt	-3.3*	42	-3.9*
CCOC(=O)/C(C#N)=C1\CCC=C(C)C1	95	96	93	100	102	101	88	103	106
CN1C(=O)N(C)C2NN3C(=O)C=C(c4ccccc4)SC3=NC21 (configuration not stated)	162	114	101	102	97	102	109	103	108
C[C@@H]1O[C@@H](O[C@H]2[C@@H](OC(=O)[C@]34CCC(C)(C)C[C@H]3C3=CC[C@@H]5[C@@]6(C)C[C@H](O)[C@H](O[C@@H]7O[C@H](CO)[C@@H](O)[C@H](O)[C@H]7O)[C@@](C)(CO)[C@@H]6CC[C@@]5(C)[C@]3(C)C[C@H]4O)OC[C@@H](O)[C@@H]2O)[C@H](O)[C@H](O[C@@H]2OC[C@@H](O)[C@H](O[C@@H]3OC[C@](O)(CO)[C@H]3O[C@@H]3OC[C@@H](O)[C@H](O)[C@H]3O)[C@H]2O)[C@H]1O[C@@H]1OC[C@](O)(CO)[C@H]1O	74	71	29	47	66	72	6.0*	78	25
COc1cc2oc(-c3cccc(NC(=O)c4ccc(C#N)cc4)c3)cc(=O)c2c(OC)c1OC	86	65	42	57	50	97	78	55	62
CCOC(=O)C(Cc1ccccc1)n1c(O)c(C=Nc2ccc(C(=O)OCCN(CC)CC)cc2)sc1=O (configuration not stated)	112	85	85	91	73	97	nt	104	92
O=C(Nc1ccncc1)C(=O)c1cn(S(=O)(=O)c2ccc(F)cc2)c2ccccc12	79	68	21	44	27	53	66	58	42
O=C1/C(=C/c2c[nH]c(=O)[nH]c2=O)Oc2cc(O)ccc21	104	111	88	106	102	86	101	100	101
O=C(CS(=O)(=O)c1ccccc1)c1cc2ccccc2o1	99&115	103&96	85&91	109&107	98&96	86&88	106	101&114	90&83
CCCCNCc1ccc(N(CC)CC)cc1	97	nt	85	103	100	nt	99	100	nt
O=C(Oc1ccc(-c2ccc(Br)cc2)cc1)c1ccco1	108	95	89	102	100	88	104	110	85
O=C(CC(=O)c1ccccc1)CC(O)(/C=C/c1ccccc1)c1ccccc1 (configuration not stated)	98	102	61	89	87	101	nt	96	91
Cc1nn(-c2ccccc2)c2nc(Cl)c(/C=C/C(=O)c3ccccc3)c(-c3ccc(Br)cc3)c12	120	104	85	98	105	98	103	104	98
OCCN1C[C@@H](O)[C@@H](O)C(O)C1CO (some centres not stated)	112	116	87	103	100	101	123	95	93
C=C(C)[C@@H]1CC[C@]2(COCCCN)CC[C@]3(C)[C@H](CC[C@@H]4[C@@](C)(CCCNCCCN)[C@H](C(=C)C)CC[C@]43C)[C@@H]12	-62*[100 µM]	-49*[100 µM]	-80*[100 µM]	-50*[100 µM]	-54*[100 µM]	-77*[100 µM]	-77*[100 µM]	-67*[100 µM]	-52*[100 µM]
CC(=O)N1c2ccc(S(=O)(=O)NCc3ccc4c(c3)N(C(=O)c3ccccc3)CC4)cc2CC1C (configuration not stated)	95	117	71	94	91	nt	91	99	96
CCCCC(=O)OCCC	96	97	81	107	98	99	105	97	101
O=C1O/C(=C\c2nc3ccccc3s2)c2ccccc21	135	96	96	107	70	86	115	82	93
Cc1ccc(C(C(=O)NC2CCCCC2)N(Cc2ccccc2Cl)C(=O)c2ccc(CN3CCOCC3)o2)o1 (configuration not stated)	101	93	71	83	79	72	119	104	95
